# Source: PubChem BioAssay (National Center for Advancing Translational Sciences (NCATS))
# PTHR1 agonist: activates the human parathyroid hormone receptor PTHR1. HEK293 GP2 PTHR1 cells, GloSensor cAMP luminescence, 1 h. Potency, µM (top dose mostly 115 µM), inactives show at the highest dose activation, hits mostly activators. 0.075% of 410,000 active. AID 743266; also: nearly all actives have a fitted effect of over 55% in size; some results filed as inactive show a strong effect at the top dose; inactives centre near -15; many of its hits are not listed in these tables
# Target sequence (Q03431 whole entry, looked up): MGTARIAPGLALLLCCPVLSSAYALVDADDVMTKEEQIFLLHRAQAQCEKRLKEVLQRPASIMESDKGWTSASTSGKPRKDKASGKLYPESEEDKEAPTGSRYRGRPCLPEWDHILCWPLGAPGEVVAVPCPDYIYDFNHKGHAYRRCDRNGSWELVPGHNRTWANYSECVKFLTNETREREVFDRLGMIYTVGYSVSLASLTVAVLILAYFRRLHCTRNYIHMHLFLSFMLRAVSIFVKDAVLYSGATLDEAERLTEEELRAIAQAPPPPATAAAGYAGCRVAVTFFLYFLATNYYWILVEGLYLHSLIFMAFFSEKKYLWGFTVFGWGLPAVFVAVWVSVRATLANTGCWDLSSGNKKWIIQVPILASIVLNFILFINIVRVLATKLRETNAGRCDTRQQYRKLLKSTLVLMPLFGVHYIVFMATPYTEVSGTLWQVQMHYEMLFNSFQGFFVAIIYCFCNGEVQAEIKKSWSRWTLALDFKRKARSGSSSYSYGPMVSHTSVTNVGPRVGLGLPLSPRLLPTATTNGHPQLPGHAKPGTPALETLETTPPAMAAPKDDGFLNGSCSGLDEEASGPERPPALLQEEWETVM
#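 HEK-293-derived GP2 cells expressing PTHR1 and a GloSensor cAMP reporter, 3,000/well, plated overnight, given luciferin plus IBMX (each 0.5 mM as added) for 1 h at 37 °C, then compound for 1 h at 37 °C. Luminescence was read after 15 min at room temperature.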
# TDP-43 yeast inh: inhibitors of TDP-43 toxicity in yeast; TDP-43 expressing yeast growth rescue, BacTiter-Glo, 24 h; Potency, µM (series often up to 46.1 µM), inactives show at the top dose growth rescue (activation), usual class: activators; 1.8% of 410,000 active; also: % of control where 0% means no effect; nearly all actives have a fitted effect of over 50% in size
#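 Yeast expressing TDP-43 (pregrown in raffinose, seeded at OD600=0.02 in galactose medium) exposed to compounds 24 hr at 30 deg C. Growth read by BacTiter-Glo luminescence; rescue of toxicity appears as increased signal.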
# FUS suppressor: suppressors of FUS proteinopathy in yeast; S. cerevisiae FUS-expressing, growth rescue, OD600, 24 h; Potency, µM (top dose mostly 76.6 µM), without a hit: at the top dose growth rescue (activation), usual class: activators; 0.24% of 390,000 active;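 also: plate controls were DMSO vehicle for no effect and reference control for full effect; nearly all actives have a fitted effect of over 55% in size; some results filed as inactive show a strong effect at the top dose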
#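 Steps: raffinose overnight preculture; dilution to OD 0.005 in 2% galactose minimal medium; compound addition (concentration series); 24hr at 30C, 99% humidity; absorbance read at 600 nm.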
# The depositor's hits bear a star; i = inactive; ? = inconclusive; [ ] = remark or other dose. Calls follow the shape of the dose curve; as a rule, active = well fitted curve in the direction sought with a large enough effect; inconclusive = small, poorly fitted or top-dose-only effect, or another doubt; inactive = no such curve, though single readings can be large; an effect the other way counts as inactive or inconclusive. Potency is read from the fitted curve at half-maximal effect. A portion of the library (hit frequency here may not be typical).
# Fields: TDP-43 yeast inh	FUS suppressor	PTHR1 agonist
1: COc1ccc(S(=O)(=O)NCC(c2ccco2)N2CCN(c3ccccc3F)CC2)cc1OC (stereo not drawn)
    13%	24%	i
2: COc1ccc(NC(=O)[C@H](Cc2ccccc2)N2Cc3ccccc3C2=O)cc1OC
    8%	0%	?
3: Cc1cccc(C)c1NC(=O)C1CCN(S(=O)(=O)c2cccc3nsnc23)CC1
    24%	8%	-4%
4: COc1ccc(Cn2c(CCC(=O)Nc3ccc(C)cc3C)nc3cccnc32)cc1
    0%	0%	-7%
5: Cc1cccc(-n2ncc3c(NCCOCCO)ncnc32)c1
    1%	-17%	i
6: CCC(=O)Nc1ccc2nc3c(=O)n(C)c(=O)n(C)c3nc2c1
    23%	1%	i
7: CSc1nc(=O)c2c(n1C)NC(=O)CC2c1ccccc1OC(C)C (stereo not drawn)
    6%[9.22 µM]	-14%	-5%
8: CCN(CCCNC(=O)c1cc2cc3ccc(OC)cc3nc2s1)c1ccccc1
    -8%	17%	i
9: Cn1c(=O)n(C)c2cc(NS(=O)(=O)c3ccc(F)cc3)c(NCc3ccccc3)cc21
    11%	-1%	-27%
10: CNC(=O)c1ccc(CSc2nc3cccnc3n2Cc2cccc(F)c2)cc1
    0%	2%	-32%[inhibitor]
11: Cc1cccc(Cn2c(SCc3ccc(C(=O)N4CCC(C)CC4)cc3)nc3ccncc32)c1
    -2%	23%	-9%
12: COc1ccc(OCCCn2c(=O)oc3ccc(C)cc32)cc1
    ?	22%	i
13: Cc1cccc(NC(=O)CSc2nc3ccccc3nc2N2CCCCC2)c1C
    -1%	3%	-38%[inhibitor]
14: CCCCN1C(C(=O)c2ccccc2)=C(OC(=O)CC)c2ccccc2S1(=O)=O
    22µM*	22%	-93%[inhibitor]
15: CCOC(=O)Cn1c(=O)oc2cc(S(=O)(=O)Nc3ccccc3F)ccc21
    16%	-5%	i
16: CCCCNC(=O)CCn1c(=O)c2cccn2c2cccnc21
    9%	-15%	-6%
17: CC(=O)c1ccc(NC(=O)CSc2c(C(C)C)cnc3c2c(=O)n(C)c(=O)n3C)cc1
    ?	7%	-22%
18: CCOC(=O)c1c(NC(=O)c2ccc(S(=O)(=O)N(CCOC)CCOC)cc2)sc2c1CC(C)(C)NC2(C)C
    -21%	14%	-10%
19: Cc1ccc(CSc2cn(CC(=O)N3CCCCC3)c3ccccc23)cc1
    26%	14%	-30%
20: CCCC(CCC)C(=O)Nc1cccc(-c2cn3cccnc3n2)c1
    5%	-20%	i
21: Cc1c(Cl)cccc1NC(=O)CSc1cc(-c2ccccc2)ncn1
    18%	-4%	-4%
22: CC1=C(C(N)=O)C(c2ccc(C(C)C)cc2)n2nc(SCc3ccccc3F)nc2N1 (stereo not drawn)
    -7%	-1%	-41%[inhibitor]
23: Cc1nn(C(=O)c2cccc(F)c2)c(C)c1S(=O)(=O)N1CCOCC1
    0%	44%	-12%
24: Cc1ccc(NC(=O)C(Cc2ccccc2)NS(=O)(=O)c2ccc3c(c2)c(=O)n(C)c(=O)n3C)cc1 (stereo not drawn)
    -16%	26%	-12%
25: CC(C)C(=O)c1cc2c(cc1NC(=O)c1ccccc1F)OCCO2
    25%	-17%	-36%[inhibitor]
26: CCOC(=O)c1[nH]c(C)c(CCC(=O)Nc2ccc(C)cc2Cl)c1C
    21%[9.22 µM]	-26%	i
27: COC(=O)c1c(NC(=O)c2cc3nc(-c4ccc(Br)cc4)cc(C(F)(F)F)n3n2)sc2c1CCCC2
    25%	22%	0%
28: Cc1ccc(C)c(CN2C(=O)c3ccccc3S(=O)(=O)c3ccc(C(=O)NCc4ccccc4)cc32)c1
    11%	?	i
29: COc1ccc(CCNC(=O)C(=O)Nc2ccc(C)c(C)c2)cc1
    20%	0%	-25%
30: CCOC(=O)c1cc(S(=O)(=O)N2CCN(c3ccc(OC)cc3)CC2)[nH]n1
    14%	-7%	-21%
31: Cc1ccc(CN2C(=O)N(c3ccccc3)C(=O)C2CC(=O)Nc2ccccc2)cc1 (stereo not drawn)
    -4%	14%	-3%
32: O=C(Nc1ccc(Br)cc1)C1CCN(c2ncccn2)CC1
    ?	13%	i
33: O=C(NC1CCCCC1)c1ccc2c(c1)N(Cc1cccc(Cl)c1)C(=O)c1ccccc1S2(=O)=O
    3%	23%	i
34: Cc1ccc(-n2c(SCC(=O)NCc3ccccc3)nc3c([nH]c4ccccc43)c2=O)cc1
    0%	-18%	-32%[inhibitor]
35: COc1cccc(-c2noc(CCCC(=O)NCc3ccco3)n2)c1
    ?	-3%	-8%
36: O=C(NCCCN1CCN(c2ccccc2F)CC1)c1nnc(Cc2ccc(Cl)cc2Cl)o1
    17%	12%	-23%
37: COc1ccc(S(=O)(=O)Nc2cccc(-c3ccc(N4CCC(C)CC4)nn3)c2)c(OC)c1
    19%	10%	-34%[inhibitor]
38: CC(=O)N1c2ccccc2CC1C(=O)N1CCN(c2ccccc2F)CC1 (stereo not drawn)
    10%	-22%	i
39: Cc1ccc(S(=O)(=O)N2CCC(n3c(C)nc4cccnc43)CC2)c(C)c1
    0%	18%	-52%[inhibitor]
40: COc1ccc2c(CNCc3ccc(Cl)cc3)c(C(=O)O)n(Cc3ccccc3C)c2c1
    23%	-3%	-35%[inhibitor]
41: O=C(CSc1nc2ccccc2n1Cc1ccccc1F)NCc1ccccc1
    12%	6%	-29%
42: Cc1cccc(C(=O)OCc2cc(=O)n3ccsc3n2)c1
    18µM*	13%	i
43: CC(=O)N1CCCC1c1nc2ccccc2n1Cc1cccc(Cl)c1 (stereo not drawn)
    -1%	8%	i
44: Cc1cccc(OCCn2c(-c3ccc(Cl)cc3)nc3ccccc3c2=O)c1C
    16%	-18%	i
45: COc1cccc(N2CC(NC(=O)Cc3cccs3)CC2=O)c1 (stereo not drawn)
    14%	-1%	-20%

# 3 entries picked at random from the list so far, as already listed:
# Fields: TDP-43 yeast inh	FUS suppressor	PTHR1 agonist
44: Cc1cccc(OCCn2c(-c3ccc(Cl)cc3)nc3ccccc3c2=O)c1C
    16%	-18%	i
31: Cc1ccc(CN2C(=O)N(c3ccccc3)C(=O)C2CC(=O)Nc2ccccc2)cc1 (stereo not drawn)
    -4%	14%	-3%
41: O=C(CSc1nc2ccccc2n1Cc1ccccc1F)NCc1ccccc1
    12%	6%	-29%

# Additional structures:
# Fields: TDP-43 yeast inh	FUS suppressor	PTHR1 agonist
46: Cc1nn(-c2ccccc2)c2sc(C(=O)Nc3cccc(Br)c3)cc12
    ?	27%	i
47: Cc1cc(C)n2nc(CNC(=O)c3cccc(N(C)C)c3)nc2n1
    -5%	-28%	-35%
48: CCOC(=O)c1c(NC(=O)C(C)Oc2ccc(Cl)c(C)c2)sc2c1CCCC2 (stereo not drawn)
    20%	-19%	i
49: CCN(CC)c1ccc(NC(=O)CN2C(=O)c3cccnc3Oc3ccc(Cl)cc32)c(C)c1
    10%	6%	i
50: CC(C)Oc1ccc(CNC(=O)c2ccc3c(c2)N(C)C(=O)C2CCCCN32)cc1 (stereo not drawn)
    25%	20%	i
51: CCOc1ccc(NC(=O)N(Cc2c[nH]c3ccccc23)C2CCCCC2)cc1
    2%	25%	i
52: Cc1ccc(S(=O)(=O)NCCc2cn3c(C)csc3n2)cc1
    -2%	11%	-1%
53: O=C(CSc1nccn1Cc1ccc(F)cc1)Nc1ccc2c(c1)OCO2
    ?	12%	15%
54: COc1ccccc1CNC(=O)CSc1nc(=O)[nH]c2c1CCC2
    ?	-6%	-20%
55: O=C(Cn1ncc2c3ccccc3n(Cc3ccc(F)cc3)c2c1=O)NCCCN1CCCCC1
    0%[9.22 µM]	19%	-15%
56: COc1ccc(C2C(=O)N(C3CCC(C)CC3)CC(=O)N2Cc2ccc(C)cc2)cc1OC (stereo not drawn)
    7%	34%	i
57: Cc1noc(C)c1S(=O)(=O)Nc1ccc(C(=O)Nc2ccc(Br)cc2)cc1
    10%	-21%	-18%
58: Cc1ccc(OCC(=O)NCC(c2ccc(Cl)cc2)N2CCOCC2)cc1C (stereo not drawn)
    27%	35%	-2%
59: Cc1ccc(C(=O)Nc2ccc(C(=O)O)cc2)cc1S(=O)(=O)N1CCC(C)CC1
    13%	-4%	i
60: Cc1cccc(-n2c(SCC(=O)Nc3ccccc3C)nc3c(oc4ccccc43)c2=O)c1
    15%	?	i

# Grouped by structure, the compounds so far containing bromine
# Fields: TDP-43 yeast inh	FUS suppressor	PTHR1 agonist
27: COC(=O)c1c(NC(=O)c2cc3nc(-c4ccc(Br)cc4)cc(C(F)(F)F)n3n2)sc2c1CCCC2
    25%	22%	0%
32: O=C(Nc1ccc(Br)cc1)C1CCN(c2ncccn2)CC1
    ?	13%	i
46: Cc1nn(-c2ccccc2)c2sc(C(=O)Nc3cccc(Br)c3)cc12
    ?	27%	i
57: Cc1noc(C)c1S(=O)(=O)Nc1ccc(C(=O)Nc2ccc(Br)cc2)cc1
    10%	-21%	-18%

# More records:
# Fields: TDP-43 yeast inh	FUS suppressor	PTHR1 agonist
61: CCOc1ccccc1NC(=O)c1sc2nc3n(c(=O)c2c1C)CCCCC3
    5%	-27%	-12%
62: COC(=O)c1ccc(C2C=C(c3ccc(Cl)cc3)Nc3nc4ccccc4n32)cc1 (stereo not drawn)
    10µM*	12%	-30%[inhibitor]
63: CCc1ccccc1NC(=O)CN1C(=O)c2ccccc2Sc2ncccc21
    -1%	34%	-2%
64: Cc1cccn2c(=O)c3cc(C(=O)NCc4cccnc4)c(=N)n(CCCO)c3nc12
    5%	-20%	-1%
65: Fc1ccc(C(Nc2ccccc2Cl)c2nnc(-c3ccccc3Cl)o2)cc1 (stereo not drawn)
    ?	9%	-18%
66: COc1ccc(NC(=O)c2ccc3c(c2)c(C)c(C)n3Cc2ccc(F)cc2)c(OC)c1
    -1%	?	-18%
67: O=C1CCCc2[nH]c(=O)c(-c3nc(-c4cccc([N+](=O)[O-])c4)cs3)cc21
    -3%	0%	-64%
68: CC(C)Cc1nn2c(=O)cc(COC(=O)c3cccc(NC(=O)c4ccccc4)c3)nc2s1
    10%	-1%	i
69: COc1ccc(CNC(=O)Cn2c(=O)cc(C)c3c(C)nn(-c4cccc(Cl)c4C)c32)cc1
    8%	8%	i
70: Cc1ccc(C2=Nc3ccccc3N(CC(=O)Nc3ccccc3F)C(=O)C2)cc1C
    ?	2%	i
71: CCCNC(=O)CSc1c2c(nc3ccc(Cl)cc13)CCCC2
    23%	10%	-30%[inhibitor]
72: CCOc1ccc(C(=O)Nc2ccc(-c3nc4cc(CC)ccc4o3)cc2)cc1
    5%	-8%	-10%
73: CCN(CC)CCNC(=O)c1sc2nc(C)cc(C)c2c1-n1cccc1
    1%	-10%	i
74: Cc1ccc(Cl)cc1NC(=O)CCS(=O)(=O)c1ccc(Br)s1
    12%	4%	i
75: O=C(COc1ccccc1F)OCc1cc(=O)n2nc(-c3cccs3)sc2n1
    2%	30%	i
76: COc1ccc(CCN2C(=O)c3oc4cc(C)cc(C)c4c(=O)c3C2c2ccc(F)cc2)cc1OC (stereo not drawn)
    ?	-19%	i
77: Oc1c(C(c2ccccc2)N2CCN(Cc3ccccc3)CC2)sc2nc(-c3ccco3)nn12 (stereo not drawn)
    1%	18%	-24%
78: COc1ccc(NC(=O)c2cnc3cc(C)ccn3c2=O)c(OC)c1
    1%	7%	-7%
79: CCC(=O)N1CCc2cc(Br)cc(S(=O)(=O)CCC(=O)N3CCN(c4ccccc4OC)CC3)c21
    13%	-13%	i
80: CC(C)(C)OC(=O)N1CCC(c2c(C(=O)NCc3ccccn3)cnn2-c2ccccc2Cl)CC1
    -6%	23%	i
81: CCc1ccc(-n2nnc(-c3nsc(NC(=O)c4ccccc4Cl)n3)c2C)cc1
    27%	-7%	-28%
82: CCOC(=O)c1[nH]c(C)c(CCC(=O)NCc2ccc(CC)cc2)c1C
    -4%	-3%	-22%
83: COc1ccc(-c2cc(C(=O)Nc3c(C)nn(Cc4ccc(F)cc4)c3C)no2)cc1OC
    16%	18%	-25%
84: CCOC(=O)c1cc2c(=O)n3ccccc3nc2n(CCCOC)c1=NC(=O)c1c(-c2c(F)cccc2Cl)noc1C
    23%	22%	-9%
85: COc1ccccc1N(CC(=O)Nc1ccc2c(c1)OCO2)S(=O)(=O)c1ccc(C)cc1
    16%	?	-14%
86: COc1ccc(CNC(=O)c2cc3c(=O)n(Cc4ccco4)ccc3nc2C)cc1
    2%	9%	-18%

# Entries by screen from above.
# FUS suppressor for nos. 39 to 47 → 18%, -3%, 6%, 13%, 8%, -18%, -1%, 27%, -28%
# PTHR1 agonist for nos. 39 to 47 → -52%[inhibitor], -35%[inhibitor], -29%, i, i, i, -20%, i, -35%
# TDP-43 yeast inh for nos. 39 to 47 → 0%, 23%, 12%, 18µM*, -1%, 16%, 14%, ?, -5%
